Screens (PubChem)
FLuc counter: firefly luciferase modulation, counter-screen for miR-21 project. P08659. purified FLuc, Km substrates, luminescence inhibition. Potency, µM (doses to about 57.5 µM), without a hit: top-dose activity change, negative = inhibition, usual class: inhibitors. actives 6.9% (n = 360,000). AID 588342;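 further: plate controls were vehicle for no effect and reference inhibitor for full effect; nearly all actives have a fitted effect of over 55% in size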
Target sequence (P08659 whole entry, looked up): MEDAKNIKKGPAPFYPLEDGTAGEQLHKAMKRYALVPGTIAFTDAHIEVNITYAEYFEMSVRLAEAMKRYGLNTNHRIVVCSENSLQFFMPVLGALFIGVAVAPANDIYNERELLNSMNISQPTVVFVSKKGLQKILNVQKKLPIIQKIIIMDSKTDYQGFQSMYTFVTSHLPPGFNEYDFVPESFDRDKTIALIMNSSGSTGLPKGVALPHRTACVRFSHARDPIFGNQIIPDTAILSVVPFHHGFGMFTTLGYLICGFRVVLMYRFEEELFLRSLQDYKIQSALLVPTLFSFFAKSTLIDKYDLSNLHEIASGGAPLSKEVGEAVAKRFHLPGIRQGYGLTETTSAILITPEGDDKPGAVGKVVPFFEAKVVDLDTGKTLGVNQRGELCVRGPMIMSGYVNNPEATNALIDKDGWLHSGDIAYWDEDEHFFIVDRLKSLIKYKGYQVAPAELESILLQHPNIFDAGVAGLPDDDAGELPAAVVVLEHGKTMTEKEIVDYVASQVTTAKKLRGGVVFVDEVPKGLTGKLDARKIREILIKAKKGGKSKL
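Biochemical qHTS of compounds, final roughly 60 µM downward over six points, against 10 nM purified firefly luciferase using Km concentrations of substrates (10 uM D-luciferin, 10 uM ATP) in Tris acetate pH 7.5 buffer; luminescence output.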
BRCA1 expr act: activators of BRCA1 expression | actives 1.1% (n = 380,000) | MCF7-BRCA1-FFLuc reporter, luminescence, 48 h; response scale: scaled: vehicle 0%, 10 µM genistein 100% | AID 624202 | Potency, µM (top dose mostly 46.1 µM), for the others: top-dose activation, actives largely listed as activators; further: nearly all actives have a fitted effect of over 80% in size; some results filed as inactive show a strong effect at the top dose
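Luminescence from a BRCA1-driven firefly luciferase in MCF7 cells was the read-out, taken 15 min after substrate addition following 48 h compound exposure at 37 °C. Data were normalized to a 10 microM genistein control and DMSO vehicle.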
ELG1 genotox: genotoxicity induction in ELG1-luciferase HEK293T cells; AID 504466; HEK293T ELG1-luciferase reporter, luminescence, 16 h; Potency, µM (doses to about 46 µM), inactives show at the top dose activity change, positive = activation, most hits filed as activators; actives 1.3% (n = 330,000); further: % of control where 0% means no effect; nearly all actives have a fitted effect of over 60% in size
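Genotoxic stress is detected as increased luminescence from luciferase-tagged ELG1 in HEK293T cells, measured with ONE-Glo after a 16 hr treatment at 37 °C.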
NPC1 prom act: activates the NPC1 promoter | Huh7 NPC1 promoter luciferase reporter, 24 h | Potency, µM (highest dose often 9.22 µM), for inactives: at the top dose activation, actives largely listed as activators | actives 2.4% (n = 320,000);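 further: % of control where 0% means no effect; nearly all actives have a fitted effect of over 60% in size; reporter is driven by a mutant NPC1 promoter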
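Stable NPC1-promoter luciferase Huh7 line; cpd (DMSO) 24 h, 37 °C, 5% CO2; Amplite luciferase reagent 10 min RT; luminescence readout. qHTS format.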
uPA surface inh: cell surface uPA generation inhibition | cell surface uPA generation assay, qHTS | Potency, µM (series often up to 38.3 µM), without a hit: top-dose activity change, negative = inhibition, actives largely listed as inhibitors | actives 0.31% (n = 330,000) | AID 540303; active means well fitted inhibition curve with a large enough effect; inconclusive means small, poorly fitted or top-dose-only effect; inactive means no such curve, though single readings can be large or run the other way; tested in mouse RAW 264.7 cells; further: on the % scale 0 is the no-effect control and ±100 the full control effect; nearly all actives have a fitted effect of over 55% in size
Gal4-VP16 FLuc: counter-screen for ROR gamma inhibitors: Gal4-VP16 reporter; AID 2546; actives 3.5% (n = 310,000); Potency, µM (titrated, usually from 53.6 µM), for inactives: at the top dose activity, negative = inhibition, actives largely listed as inhibitors; Drosophila S2 Gal4-VP16 UAS-luciferase, luminescence, 20 h;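 further: Gal4-VP16 expression switched on by copper sulfate through the metallothionein promoter; on the % scale 0 is the no-effect control and ±100 the full control effect; nearly all actives have a fitted effect of over 50% in size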
p53 reactivation: mutant p53 re-activation in reporter cells; AID 504706; H1299 p53-A138V BP100-luciferase reporter, luminescence, 24 h; Potency, µM (doses to about 92.2 µM), without a hit: at the highest dose activity change, positive = activation, hits mostly activators; actives 0.063% (n = 320,000); further: % of control where 0% means no effect; nearly all actives have a fitted effect of over 45% in size
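p53-null H1299 cells stably carrying temperature-sensitive p53-A138V and a BP100-luciferase reporter were pinned with compounds (4-point, 1:5 series) and held 24 hrs at 37 deg C. Luminescence was read 10 min after detection reagent.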
RORgamma inh: ROR gamma (mouse) transcription inhibition; P51450; AID 2551; actives 5.4% (n = 310,000); Drosophila S2 Gal4-RORgamma UAS-luciferase reporter, 20 h; Potency, µM (top dose mostly 53.6 µM), inactives show top-dose activity change, negative = inhibition, hits mostly inhibitors; further: on the % scale 0 is the no-effect control and ±100 the full control effect; nearly all actives have a fitted effect of over 60% in size
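In this cell-based reporter format, copper sulfate (700 uM final) drives Gal4–ROR gamma fusion expression from a metallothionein promoter in Drosophila Schneider cells; compounds preincubated 1 hr, reporter read after 20 hr at ambient temperature.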
Rab9 prom act: activators of Rab9 promoter; Huh7 Rab9 promoter-luciferase reporter, luminescence, 24 h; Potency, µM (titrated, usually from 9.22 µM), for inactives: at the highest dose activation, negative = inhibition, most hits filed as activators; AID 485297; actives 2.8% (n = 320,000); further: % of control where 0% means no effect; nearly all actives have a fitted effect of over 60% in size
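Luciferase signal after 10 min detection reagent at ambient indicates Rab9 promoter upregulation; stably transfected Huh7 cells were treated 24 h with compound in DMSO at 37 °C, 5% CO2.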
MBNL1 CUG block: inhibitors of human MBNL1 binding to CUG repeat RNA. TR-FRET MBNL1-His/biotin-(CUG)12 binding, 665/545 ratio. Potency, µM (highest dose often 57.5 µM), inactives show top-dose activity change, negative = inhibition, hits mostly inhibitors. actives 0.036% (n = 280,000); active means well fitted inhibition curve with a large enough effect in the signal ratio, with a control signal flat, not every such curve was filed as active; inconclusive means small, poorly fitted or top-dose-only effect, or effect the other way, or a change in a side signal; inactive means no such curve, though single readings can be large or run the other way; the % refers to the signal ratio; further: on the % scale 0 is the no-effect control and ±100 the full control effect
Target sequence (Q9NR56 whole entry, looked up): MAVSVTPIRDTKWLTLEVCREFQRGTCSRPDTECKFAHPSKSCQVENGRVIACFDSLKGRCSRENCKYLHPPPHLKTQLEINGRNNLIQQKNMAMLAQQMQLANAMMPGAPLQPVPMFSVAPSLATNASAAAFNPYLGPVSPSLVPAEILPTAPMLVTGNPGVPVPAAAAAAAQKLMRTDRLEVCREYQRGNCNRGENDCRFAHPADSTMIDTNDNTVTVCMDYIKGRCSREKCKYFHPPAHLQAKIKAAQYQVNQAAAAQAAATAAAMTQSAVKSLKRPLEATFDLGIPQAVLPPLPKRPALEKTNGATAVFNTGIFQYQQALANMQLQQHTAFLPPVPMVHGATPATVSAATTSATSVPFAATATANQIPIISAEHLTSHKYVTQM
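Compound titration spanned 92 nM–58 uM against the MBNL1-His/biotin-(CUG)12 complex. After 60 min at room temperature with 5 nM streptavidin-XL665 and 0.055 ng/ul terbium anti-His, ratiometric 665/545 nm emission (Ex 340 nm) normalized to controls.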
* marks the source's active call; other numbers are inactive results; ? = inconclusive; . = not tested or not shown; & = joins results of further samples; [ ] = another dose, or the depositor's remark. Unless noted, the call rests on the fitted dose curve; in most records, active means well fitted curve in the direction sought with a large enough effect; inconclusive means small, poorly fitted or top-dose-only effect, or another doubt; inactive means no such curve, though single readings can be large; an effect the other way counts as inactive or inconclusive. Potency means the concentration at half of the fitted maximal effect.

#1 O=C(Nc1cccc(Cl)c1N1CCCC1)c1ccco1
#2 O=C1CC(Sc2nnnn2C2CCCCC2)C(=O)N1c1ccccc1 (stereo not given)
#3 COc1ccc(/C=C2\CCCC(C(=O)C(F)(F)F)=C2O)cc1OC
#4 CCn1ccnc1CN(C)C(=O)C1CCC(=O)N(CCc2cccc(F)c2)C1 (stereo not given)
#5 COc1ccc2cc(CCNC(=O)c3c(-c4ccccc4Cl)noc3C)c(=O)[nH]c2c1
#6 O=C(CSc1nc2ccccc2nc1N1CCOCC1)Nc1ccccc1F
#7 CCN(CC)S(=O)(=O)c1ccc(S(=O)(=O)N2CCC(N3CCCCC3)CC2)cc1
#8 CCOc1ccc(OCC(=O)NCc2n[nH]c(=O)c3ccccc23)cc1
compound no. | 1 | 2 | 3 | 4 | 5 | 6 | 7 | 8
FLuc counter | -2% | ? | -20% | 3% | -1% | -12% | 5% | 10%
BRCA1 expr act | 1% | 15% | . | 10% | 0% | 12% | -13% | -15%
ELG1 genotox | -17% | -2% | 7% | 0% | -12% | 0% | -1% | 4%
NPC1 prom act | -2% | 6% | 1% | -2% | -1% | 2% | 1% | -2%
uPA surface inh | -2% | ? | . | -12% | 10% | 18% | -1% | -9%
Gal4-VP16 FLuc | 3% | 5µM* | -6% | -3% | 7% | -16% | -4% | .
p53 reactivation | -9% | -42%[inhibitor] | 18% | -5% | -9% | -3% | 2% | -4%
RORgamma inh | -10% | ? | -1% | 12% | -5% | 23% | -27% | .
Rab9 prom act | 0% | 0% | -2% | 27% | -5% | -2% | -9% | -3%
MBNL1 CUG block | -3% | -2% | -1% | 7% | -4% | 19% | 1% | .

#9 O=C(CCN1C(=O)c2ccccc2C1=O)Nc1ccncc1
#10 COc1cccc(NC(=O)CSc2nc(C)cs2)c1
#11 Cc1ccc(S(=O)(=O)CCC(=O)Nc2nnc(CC(C)C)s2)cc1
#12 COC(=O)c1ccc2c(C)c(C3(O)CCCCC3)[nH]c2c1
#13 CCCCOc1ccc(C)cc1CN(CCO)CCO
#14 COc1ccc(OC)c(C2C(C(N)=O)=C(C)Nc3nc(-c4cccc(Cl)c4)nn32)c1 (stereo not given)
#15 CCN(C(=O)COC(=O)C1CCN(S(=O)(=O)c2ccc3c(c2)OCCO3)CC1)C1CCS(=O)(=O)C1 (stereo not given)
#16 Cc1cc(C(=O)CN2CCCC(C)C2)c(C)n1-c1ccc(F)cc1 (stereo not given)
compound no. | 9 | 10 | 11 | 12 | 13 | 14 | 15 | 16
FLuc counter | -4% | -16% | -1% | . | 0% | -5%&-3% | 0% | 15µM*
BRCA1 expr act | -6% | -6% | -35% | 43% | -3% | -28% | -10% | 4%
ELG1 genotox | 5% | 6% | -19% | 12% | 1% | 7% | 0% | ?
NPC1 prom act | 5% | 8% | 4% | . | 2% | -3% | -3% | ?
uPA surface inh | 0% | -1% | ? | 15% | -3% | -10% | 5% | 6%
Gal4-VP16 FLuc | -13% | -5% | . | . | 6% | 18µM* | . | 23%
p53 reactivation | 0% | 10% | -24% | ? | 2% | -20% | -3% | ?
RORgamma inh | -44% | 20% | . | . | -1% | ? | . | 2%
Rab9 prom act | -1% | -3% | -1% | . | 1% | -1% | -9% | 2.5µM*
MBNL1 CUG block | ? | 1% | . | . | -2% | -1% | . | -15%

#17 CCOc1ccc(S(=O)(=O)Nc2cccc(C(=O)NCCCn3ccnc3)c2)cc1
#18 CCOC(=O)CSc1nc2sc3c(c2c(=O)n1-c1ccc(C)cc1)CCN(C)C3
#19 Cc1nc2nc[nH]n2c(=O)c1CC(=O)O
#20 Nn1c(SCc2ccccc2)nnc1-c1ccccn1
#21 Cc1cc(=O)c2cc(Br)ccc2[nH]1
#22 CC(C)c1ccc(CNC(=O)C(=O)Nc2nccs2)cc1
#23 CCn1c(N2CCN(S(=O)(=O)c3ccc(Cl)cc3)CC2)nc2ccccc21
#24 COc1cc(C(=O)OCC(=O)NCCN2C(=O)CSC2=O)ccc1OCc1c(C)noc1C
compound no. | 17 | 18 | 19 | 20 | 21 | 22 | 23 | 24
FLuc counter | -13% | -2% | 1% | ? | 4% | -5% | 0% | 3%
BRCA1 expr act | -1% | -8% | 0% | -1%[1.84 µM] | -58% | 26% | -55% | 1%
ELG1 genotox | -2% | 0% | 2% | ? | -2% | -8% | -16% | 5%
NPC1 prom act | -2% | 2% | 2% | ? | -1% | 1% | -10% | 0%
uPA surface inh | -7% | -2% | 0% | 1% | -8% | -1% | -6% | -7%
Gal4-VP16 FLuc | . | 1% | 2% | 15% | 3% | 21%[10 µM] | ? | -4%
p53 reactivation | 8% | 1% | 0% | 24% | 4% | 0% | -4% | 3%
RORgamma inh | . | 0% | -5% | 34% | 10% | -36% | ? | 26%
Rab9 prom act | -4% | 0% | -3% | ? | 2% | -5% | -5% | 4%
MBNL1 CUG block | . | 6% | 4% | 12% | 1% | 6% | 6% | .

Part of the list above, as a markdown table:
| cpd | molecule | FLuc counter | BRCA1 expr act | ELG1 genotox | NPC1 prom act | uPA surface inh | Gal4-VP16 FLuc | p53 reactivation | RORgamma inh | Rab9 prom act | MBNL1 CUG block |
| --- | --- | --- | --- | --- | --- | --- | --- | --- | --- | --- | --- |
| 10 | COc1cccc(NC(=O)CSc2nc(C)cs2)c1 | -16% | -6% | 6% | 8% | -1% | -5% | 10% | 20% | -3% | 1% |
| 11 | Cc1ccc(S(=O)(=O)CCC(=O)Nc2nnc(CC(C)C)s2)cc1 | -1% | -35% | -19% | 4% | ? | . | -24% | . | -1% | . |
| 12 | COC(=O)c1ccc2c(C)c(C3(O)CCCCC3)[nH]c2c1 | . | 43% | 12% | . | 15% | . | ? | . | . | . |
| 13 | CCCCOc1ccc(C)cc1CN(CCO)CCO | 0% | -3% | 1% | 2% | -3% | 6% | 2% | -1% | 1% | -2% |

(list continues)
#25 CCc1ccc(S(=O)(=O)NC2CCCCNC2=O)cc1 (stereo not given)
#26 CCOCCCn1c(=S)[nH]c2cc(C(=O)NCCCN(CC)CC)ccc2c1=O
#27 Cc1ccccc1CN1CCN(CC(=O)NCCCN2CCN(c3ccc(F)cc3)CC2)C1=O
#28 CC(=O)Nc1sc(N/N=C/c2ccccc2F)nc1-c1ccc(C)cc1
#29 O=C1C(Cc2ccccc2)Nc2ncnc(N3CCN(c4ccccc4)CC3)c2N1Cc1ccc(Cl)cc1 (stereo not given)
#30 CCn1nc(C)cc1C(=O)N1CCCC(Nc2ccc(F)c(F)c2)C1 (stereo not given)
#31 Cn1c(SCC(=O)NCc2ccc(F)cc2)ncc(C(=O)Nc2ccccc2)c1=O
#32 O=c1c2ccccc2ncn1Cc1ccc2c(c1)OCO2
compound no. | 25 | 26 | 27 | 28 | 29 | 30 | 31 | 32
FLuc counter | -2% | -3% | 0% | 7.6µM* | 0% | 5% | 0% | 2%
BRCA1 expr act | 2% | 0% | -38% | 36% | -3% | -9% | -35% | 14%
ELG1 genotox | 1% | 5% | -6% | -2% | 1% | -4% | 0% | -1%
NPC1 prom act | 1% | -3% | 0% | 1% | 16% | 0% | -7% | -3%
uPA surface inh | -2% | -1% | -8% | -1% | -22% | 0% | -6% | -2%
Gal4-VP16 FLuc | 1% | 9%[10 µM] | ? | -8% | . | 15% | . | 7%
p53 reactivation | -2% | 14% | 2% | 14% | -6% | 7% | 8% | -18%
RORgamma inh | -5% | 2% | ? | -7% | . | -3% | . | -2%
Rab9 prom act | -5% | -14% | -14% | 10% | ? | -2% | 1% | 9%
MBNL1 CUG block | -5% | -5% | -5% | 12% | . | -3% | . | 2%

#33 COC(=O)c1c(-c2cccs2)csc1NC(=O)CN1CCOCC1
#34 Cc1ccc(CNC(=O)CCS(=O)(=O)c2cc(Br)cc3c2N(C(=O)C2CC2)CC3)o1
#35 Cc1ccc(NC(=O)CSc2ccccc2NC(=O)c2cccc(Cl)c2)cc1Cl
#36 Cc1ccc(C(=O)C2=C(O)C(=O)N(c3ncccn3)C2c2cccc(Cl)c2)o1 (stereo not given)
#37 CSC1=NC(C)(C)C=C(/C=C/c2c(Cl)cccc2Cl)N1
#38 O=C(COC(=O)C1CC2C=CC1C2)Nc1ccc([N+](=O)[O-])cc1 (stereo not given)
#39 O=C(Nc1ccc2cn[nH]c2c1)c1ccccc1F
#40 O=C(CNC(=O)c1ccccc1F)NCc1cccnc1
#41 c1ccc2c(SCc3cn4cccnc4n3)ncnc2c1
compound no. | 33 | 34 | 35 | 36 | 37 | 38 | 39 | 40 | 41
FLuc counter | -15% | 3% | 3% | -5% | -6% | . | 9.5µM* | 2% | 3%
BRCA1 expr act | -45% | -10% | -3% | . | -14% | -1% | ? | 15% | -39%
ELG1 genotox | -8% | 1% | -4% | 1% | -12% | -1% | ? | 2% | 2%
NPC1 prom act | -9% | -1% | 0% | 9% | -2% | . | 2.2µM* | 0% | -5%
uPA surface inh | -8% | -5% | -6% | . | -6% | 0% | -4% | 1% | -5%
Gal4-VP16 FLuc | -9% | -2% | -5% | -3% | -9% | . | -24% | 5% | 1%
p53 reactivation | -10% | -2% | -15% | ? | 19% | -2% | ? | 4% | 9%
RORgamma inh | -10% | 3% | 8% | 17% | ? | . | -18% | -14% | 10%
Rab9 prom act | -17% | -3% | 4% | 7% | -10% | . | 2µM* | 4% | -3%
MBNL1 CUG block | 8% | 7% | -17% | 10% | -1% | . | -3% | 0% | 12%
